From PubChem
Tau fibril ThT = qHTS for Inhibitors of Tau Fibril Formation, Thioflavin T Binding. Microtubule-associated protein tau (Homo sapiens), P10636. recombinant tau K18 P301L (four-repeat tau fragment), heparin-induced fibrillization, ThT fluorescence. Potency, µM (top dose mostly 57.4 µM), inactives show top-dose activity, negative = inhibition, hits mostly inhibitors. 270,000 compounds, 2.1% hits. AID 1460, 2008; also: % is scaled to controls: 0 for no effect and ±100 for the full control effect; nearly all actives have a fitted effect of over 55% in size
Target sequence (P10636 561-689 P618L limits assumed): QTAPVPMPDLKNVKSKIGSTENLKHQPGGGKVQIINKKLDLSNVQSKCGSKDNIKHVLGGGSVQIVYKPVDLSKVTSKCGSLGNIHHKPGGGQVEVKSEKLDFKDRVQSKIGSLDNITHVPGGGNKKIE
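Heparin-induced fibrillization of the P301L-mutant K18 repeat-domain fragment of human tau was followed by ThT binding in quantitative high-throughput format.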
ALDH1A1 block = qHTS Assay for Inhibitors of Aldehyde Dehydrogenase 1 (ALDH1A1); Aldehyde dehydrogenase 1A1 (Homo sapiens), P00352; Purified ALDH1A1, NADH fluorescence, propionaldehyde substrate; Potency, µM (series often up to 75.3 µM), without a hit: top-dose activity, negative = inhibition, most hits filed as inhibitors; 220,000 compounds, 7.3% hits; AID 1030, 2008; active = well fitted inhibition curve with a large enough effect, not every such curve was filed as active; inconclusive = small, poorly fitted or top-dose-only effect, or another doubt; inactive = no such curve, though single readings can be large or run the other way;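 also: plate controls were no enzyme wells and a reference inhibitor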
Target sequence (P00352 whole entry, looked up): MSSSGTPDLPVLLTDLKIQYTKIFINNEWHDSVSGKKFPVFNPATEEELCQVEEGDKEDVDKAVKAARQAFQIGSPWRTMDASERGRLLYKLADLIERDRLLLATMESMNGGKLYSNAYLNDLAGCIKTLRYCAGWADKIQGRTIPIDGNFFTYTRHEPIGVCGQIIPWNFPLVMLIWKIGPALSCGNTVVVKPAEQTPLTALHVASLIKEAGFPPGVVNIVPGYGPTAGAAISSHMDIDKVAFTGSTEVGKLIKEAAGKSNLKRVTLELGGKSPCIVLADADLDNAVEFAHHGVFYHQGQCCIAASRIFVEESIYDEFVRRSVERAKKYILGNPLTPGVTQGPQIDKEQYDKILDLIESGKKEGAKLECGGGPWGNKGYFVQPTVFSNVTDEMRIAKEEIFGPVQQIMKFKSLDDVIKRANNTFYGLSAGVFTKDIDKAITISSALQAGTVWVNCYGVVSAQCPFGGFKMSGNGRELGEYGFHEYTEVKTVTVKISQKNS
KDM4E inh = qHTS Assay for Inhibitors of Human Jumonji Domain Containing 2E (JMJD2E). Lysine-specific demethylase 4E (Homo sapiens), B2RXH2. Potency, µM (top dose mostly 57.1 µM), for inactives: at the highest dose activity change, negative = inhibition, actives largely listed as inhibitors. 230,000 compounds, 1.6% hits. JMJD2E catalytic domain, FDH-coupled NADH fluorescence (FDH is formaldehyde dehydrogenase); active = well fitted inhibition curve with a large enough effect, not every such curve was filed as active; inconclusive = small, poorly fitted or top-dose-only effect, or another doubt; inactive = no such curve, though single readings can be large or run the other way;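 also: 0% = wells with enzyme and -100% = buffer wells without enzyme; nearly all actives have a fitted effect of over 50% in size; many of its hits are not listed in these tables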
Target sequence (B2RXH2 1-337 limits assumed): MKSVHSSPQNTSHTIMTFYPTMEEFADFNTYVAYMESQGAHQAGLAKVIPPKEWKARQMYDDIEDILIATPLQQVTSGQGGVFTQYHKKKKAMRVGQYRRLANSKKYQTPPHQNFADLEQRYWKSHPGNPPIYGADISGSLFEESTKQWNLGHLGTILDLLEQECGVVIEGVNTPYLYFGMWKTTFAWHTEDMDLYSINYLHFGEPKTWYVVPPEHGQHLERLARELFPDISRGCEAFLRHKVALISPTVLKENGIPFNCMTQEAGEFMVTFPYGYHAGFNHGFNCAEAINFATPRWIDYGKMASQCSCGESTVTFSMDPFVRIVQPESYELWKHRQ
KinaseGlo FLuc = Counterscreen for Luciferase (Kinase-Glo TM) Inhibition | Kinase-Glo luciferase, ATP luminescence, 8 min | 200,000 compounds, 0.28% hits | Luciferin 4-monooxygenase (Photuris pensylvanica), Q27757 | Potency, µM (top dose mostly 38.3 µM), for the others: at the highest dose activity change, negative = inhibition, hits mostly inhibitors | AID 1379, 2008; also: % is scaled to controls: 0 for no effect and ±100 for the full control effect; nearly all actives have a fitted effect of over 60% in size
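Inhibition of Kinase-Glo luciferase light generation was assessed at 10 uM ATP in pH 7.2 imidazole buffer, with luminescence measured after eight minutes at ambient temperature.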
SMN2 splice enh = qHTS Assay for Enhancers of SMN2 Splice Variant Expression. HEK293 SMN2-luciferase splicing reporter, luminescence, 30-36 h. Potency, µM (top dose mostly 46.1 µM), inactives show top-dose activity change, positive = activation, hits mostly activators. 210,000 compounds, 2.8% hits. AID 1458, 2008; also: % of control where 0% means no effect; nearly all actives have a fitted effect of over 55% in size
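HEK293 cells carry an SMN2 minigene-luciferase reporter in which exon 7 inclusion puts luciferase in frame. Cells were seeded at 2000 cells/well, attached for 10-12 hours, then exposed to compounds for 30-36 hours at 37C before ONE-Glo luminescence.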
L3MBTL1 block = qHTS Assay for the Inhibitors of L3MBTL1; Lethal(3)malignant brain tumor-like protein 1 (Homo sapiens), Q9Y468; AlphaScreen L3MBTL1–H3K9me1 peptide binding; Potency, µM (titrated, usually from 57.1 µM), for the others: top-dose activity, negative = inhibition, hits mostly inhibitors; 230,000 compounds, 0.66% hits; AID 485360, 2010; also: % is scaled to controls: 0 for no effect and ±100 for the full control effect; nearly all actives have a fitted effect of over 60% in size
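L3MBTL1 (50 nM) pre-complexed 30 min with biotinylated H3(1-15)K9me1 peptide (75 nM), then compounds added for 30 min at room temperature; AlphaScreen streptavidin donor/nickel chelate acceptor beads (10 ug/mL final) read after 30 min dark incubation.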
RECQ1 helicase = qHTS Assay for Inhibitors of RecQ-Like Dna Helicase 1 (RECQ1); ATP-dependent DNA helicase Q1 (Homo sapiens), P46063; 240,000 compounds, 0.54% hits; RECQ1 DNA unwinding, red fluorescence kinetic read; Potency, µM (titrated, usually from 57.3 µM), inactives show at the highest dose activity, negative = inhibition, hits mostly inhibitors;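 also: plate controls were vehicle for no effect and no enzyme for full effect; nearly all actives have a fitted effect of over 30% in size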
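50 nM RECQ1T1 preincubated 15 min with compound in Tris pH 8.0 buffer with MgCl2, DTT, Tween-20 and 2.5 ug/ml poly(dI-dC); started with 200 nM TAMRA/BHQ-2 forked duplex and 2 mM ATP. Unwinding read as fluorescence (525/598 nm), two reads 2 h apart.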
LMNA splice mod = qHTS Assay for Modulators of Lamin A Splicing | HeLa LMNA splicing GFP/RFP minigene ratio, 48 h | Potency, µM (series often up to 46.1 µM), without a hit: at the top dose ratio change, negative = inhibition, actives largely listed as inhibitors | 200,000 compounds, 0.01% hits | AID 1487, 2009; active = well fitted inhibition curve with a large enough effect in the signal ratio, with a control signal flat, not every such curve was filed as active; inconclusive = small, poorly fitted or top-dose-only effect, or effect the other way, or a change in a side signal; the % refers to the signal ratio; also: % is scaled to controls: 0 for no effect and ±100 for the full control effect
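S3 HeLa cells stably expressing lamin A-EGFP splicing minigene plus DsRed2, 600 cells/well, 48 h compound exposure at 37C. Laser-scanning cytometry; analysed as GFP (500-530 nm)/RFP (575-640 nm) total intensity ratio; 0.5% DMSO vehicle.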
* = called active by the depositor; i = inactive; ? = inconclusive; · = not tested or not shown; [ ] = another dose, or the depositor's remark. Unless noted, calls follow the shape of the dose curve; as a rule, active = well fitted curve in the direction sought with a large enough effect; inconclusive = small, poorly fitted or top-dose-only effect, or another doubt; inactive = no such curve, though single readings can be large; an effect the other way counts as inactive or inconclusive. Potency is read from the fitted curve at half-maximal effect.

Under each structure – Tau fibril ThT | KinaseGlo FLuc | KDM4E inh | LMNA splice mod | ALDH1A1 block | RECQ1 helicase | L3MBTL1 block | SMN2 splice enh
CS(=O)(=O)N(CC(=O)Nc1c(F)cccc1F)c1ccc(C23CC4CC(CC(C4)C2)C3)cc1
    -3.6% | -0.1% | 1.5% | ? | 18.6% | -13.0% | 3.1% | -19.7%
C=CCN1N=C(c2ccc(NC(=O)c3ccccc3)cc2)CSC1=O
    -12.6% | -2.1% | -3.9% | ? | 1.6% | -1.6% | 1.3% | ·
CCOC(=O)c1ccccc1Nc1cn(C(C)=O)c2ccccc12
    ? | -2.8% | ? | -19.9% | ? | -7.3% | · | -13.2%
O=C(C1=C[C@@H](c2ccccc2)C[C@@H](OCCCCO)O1)N1CCN(Cc2ccc3c(c2)OCO3)CC1
    -6.3% | · | -9.0% | · | -2.2% | -34.0% | 1.5% | ·
CCC(C)(C)NC(=O)CN(C(=O)c1csnn1)c1ccccc1-c1ccccc1
    1.8% | · | -0.5% | · | 8.4% | i | 15.5% | ·
CC(=O)Nc1nc(-c2ccc([N+](=O)[O-])cc2)cs1
    -4.8% | -2.4% | 6.8% | · | 3.6% | -5.9% | 7.2% | -19.0%
Cc1ccc(OCCCC(=O)Nc2ccc3c(c2)OCO3)cc1
    ? | 4.1% | 3.5% | 5.0% | ? | -3.0% | -7.0% | -24.4%
COc1ccc(/C=C/c2ccncc2)c2ccccc12
    ? | 2.6% | -8.9% | ? | -0.2% | i | · | 3.4%
CCOC(=O)N1CCN(CC(O)c2ccc3c(c2)CCN3)CC1 (stereo unspecified)
    -9.8% | · | 3.1% | 5.2% | 17.8µM* | -6.6% | -5.1% | ·
Cc1cccc(NC(=S)N2CCN(Cc3ccc4c(c3)OCO4)CC2)c1C
    -6.8% | 0.4% | 4.7% | ? | -4.2% | -15.1% | -10.6% | -6.8%
CC1CN(S(=O)(=O)c2cccc(-c3csc(-c4ccccc4)n3)c2)CC(C)O1 (stereo unspecified)
    -9.1% | -2.0% | -3.6% | ? | ? | -21.2% | · | -28.9%
CS(=O)(=O)N(CC(=O)N1CCN(C(c2ccccc2)c2ccccc2)CC1)C1CCCCC1
    -21.1% | -0.3% | -5.7% | ? | 0.0% | -24.0% | · | -9.2%
COC(=O)c1c(-c2cccc(C)c2)csc1NC(=O)C1CCCO1 (stereo unspecified)
    ? | 1.5% | -18.9% | ? | ? | -7.1% | -5.7% | -16.6%
Cc1ccc2nc(Cl)c(/C=N/NC(=O)c3ccccc3O)cc2c1
    ? | 3.1% | ? | ? | 244.0%[activator] | -9.9% | 8.5% | 10.7%
O=C(CN1C(=O)S/C(=C\C=C\c2ccccc2)C1=O)Nc1ccc(O)cc1
    -17.4% | -2.8% | 8.8% | -5.4% | 6.0% | 1.4% | -0.5% | 24.5%

Gathered by group, the entries above containing a halogen (2)
Under each structure – Tau fibril ThT | KinaseGlo FLuc | KDM4E inh | LMNA splice mod | ALDH1A1 block | RECQ1 helicase | L3MBTL1 block | SMN2 splice enh
CS(=O)(=O)N(CC(=O)Nc1c(F)cccc1F)c1ccc(C23CC4CC(CC(C4)C2)C3)cc1
    -3.6% | -0.1% | 1.5% | ? | 18.6% | -13.0% | 3.1% | -19.7%
Cc1ccc2nc(Cl)c(/C=N/NC(=O)c3ccccc3O)cc2c1
    ? | 3.1% | ? | ? | 244.0%[activator] | -9.9% | 8.5% | 10.7%

(further entries)
Under each structure – Tau fibril ThT | KinaseGlo FLuc | KDM4E inh | LMNA splice mod | ALDH1A1 block | RECQ1 helicase | L3MBTL1 block | SMN2 splice enh
Cn1ncc(-c2ccno2)c1C(=O)O
    -2.3% | · | 7.0% | · | 7.3% | -2.4% | · | ·
Cc1nn(Cc2ccccc2Cl)c(C)c1C(=O)Nc1nnc(C2CC2)s1
    -15.7% | 0.0% | 2.8% | ? | ? | -0.9% | -3.1% | ?
CC1(C)CC(c2nc(-c3ccc([N+](=O)[O-])cc3)cs2)CCO1 (stereo unspecified)
    -8.3% | 2.1% | -13.0% | -5.2%[46 µM] | 15.8µM* | -5.1% | · | -90.1%[inhibitor]
CCC(Oc1ccccc1)C(=O)Nc1ncc([N+](=O)[O-])s1 (stereo unspecified)
    ? | 1.5% | 10.8% | -8.0%[46 µM] | ? | -2.8% | -5.8% | ·
COc1ccc(CC(=O)N[C@@H](CCSC)c2nc3ccccc3[nH]2)cc1
    -8.0% | 1.8% | 0.5% | -3.3%[46 µM] | 8.91µM* | -2.0% | 8.5% | -28.9%
C[C@]12CC[C@@H]3c4ccc(OC(=O)c5ccccc5)cc4CC[C@H]3[C@@H]1CC[C@@H]2O
    11.0% | -2.6% | 4.2% | ? | 5.1% | -9.1% | -14.1% | -57.2%[inhibitor]
COc1cccc(C(=O)NC2CCSC2=O)c1 (stereo unspecified)
    -1.2% | -6.7% | 4.3% | 4.6% | ? | -9.2% | -6.2% | 5.6%
Cc1cc(C)cc(N(CC(=O)N2CCN(c3ccccc3)CC2)S(=O)(=O)c2c(C)noc2C)c1
    -16.6% | 1.4% | -1.2% | 5.7% | 11.0% | -15.5% | -7.2% | -5.3%
CSc1nc(C)cc(OCCO)n1
    1.6% | -3.0% | -0.2% | 6.1% | 6.6% | i | · | -28.2%
CN(C(=O)c1ccccn1)c1nnc(-c2cnccn2)s1
    -12.6% | · | 3.1% | 5.5% | -7.4% | -8.8% | -2.2% | ·
CC12COC3(C(=O)Nc4ccc(Cl)cn4)CC1CCC32C (stereo unspecified)
    -8.1% | 2.3% | -4.7% | -12.1% | -12.7% | 0.8% | 13.1% | -50.2%[inhibitor]
COc1ccc(N2CCN(C(=O)COc3ncnc4ccccc34)CC2)cc1
    -16.0% | -4.4% | 1.4% | 0.8%[46 µM] | 2.8% | i | · | -19.1%
Cc1ccc2nc(-c3ccc(NC(=O)C4CCCO4)cc3)[nH]c2c1 (stereo unspecified)
    -8.9% | -12.2% | ? | -0.3% | ? | -6.0% | · | 0.562µM*
O=S(=O)(c1ccccc1)N1CCN=C1SCc1ccccc1
    -11.1% | -5.4% | 8.0% | · | ? | -2.7% | · | -43.7%[inhibitor]
O=C(CCn1c(=O)c2sccc2n(CC(=O)NCc2ccco2)c1=O)NCc1ccccc1
    0.8% | 0.5% | -1.6% | -9.4% | 1.1% | -2.7% | -12.0% | -8.3%
CCOC(=O)c1[nH]c(Cc2[nH]c(C(=O)OCC)c(C)c2CCC(=O)OC)c(CCC(=O)OC)c1C
    -13.8% | -3.3% | -9.4% | 1.1% | -9.1% | -11.7% | -9.8% | -2.4%
COC(=O)COC(=O)c1ccc(-n2nnnc2SC)cc1
    -1.1% | -10.5% | -3.5% | 9.0% | ? | -5.6% | · | 43.9%
CC(C)c1onc(C(=O)NC2CCCCC2)c1[N+](=O)[O-]
    -2.3% | 8.1% | -3.3% | 31.6%[46 µM] | 4.8% | -5.4% | · | -15.3%
CCN(CC)CCNC(=O)NC1CCCCC1
    -0.3% | 0.9% | 3.8% | -1.2% | 5.7% | i | · | 25.6%
CCn1c(SCC(=O)NCC(=O)Nc2ccc(F)cc2)nnc1-c1cccs1
    0.3% | 3.4% | 3.4% | -3.8% | 5.5% | -2.6% | -1.8% | -4.5%
Cc1ccc(NC(=O)COC(=O)/C(=C/c2cccs2)c2cccs2)cc1S(=O)(=O)N(C)C
    -3.2% | -3.8% | -10.7% | ? | -5.6% | -9.6% | ? | -22.6%
CCS(=O)(=O)NCc1cn2c(C)csc2n1
    -8.6% | -5.2% | 5.6% | 2.1% | 11.0% | -3.3% | 1.1% | 2.4%
C=CCn1c(N)cc(=O)nc1SCC(=O)N(c1ccccc1)c1ccccc1
    5.2% | 4.1% | -1.6% | · | 22.4µM* | i | -7.6%[11.4 µM] | 4.8%
COc1ccc(OC)c(NC2c3ncccc3C(=O)N2Cc2ccco2)c1 (stereo unspecified)
    -21.2% | -2.1% | 1.0% | 2.0% | ? | i | -5.5% | 8.4%
O=C(Nc1nc2c(s1)CCCC2)c1nn(Cc2ccccc2)c(=O)c2ccccc12
    -17.8% | -3.8% | -2.8% | -4.8% | 16.3% | -1.7% | -3.0% | -27.5%
O=C(CNC(=O)c1ccc2c(c1)OCCO2)N/N=C/c1ccco1
    -11.9% | · | -8.1% | · | · | -7.0% | 8.5% | ·
COc1ccccc1NC(=O)C1(c2ccccc2)CCCC1
    -8.9% | -1.0% | 6.6% | · | -0.2% | i | 73.0%[activator] | -13.8%
O=C(CSc1ncnc2ccccc12)c1cccs1
    ? | -15.8% | ? | · | 11.2µM* | -1.6% | · | ·
CCCCn1cc2c(c1-c1cccc(C)c1)c(=O)n(C)c(=O)n2C
    -5.7% | · | ? | · | · | -6.4% | -6.7% | ·
COc1ccccc1NC(=S)NNC(=O)c1ccncc1
    -1.3% | 0.5% | 8.7% | -4.8%[46 µM] | -1.0% | -4.6% | 4.5% | 12.6%
Oc1ccc2ccccc2c1CNn1cnnc1
    -16.5% | -2.0% | ? | -0.7% | ? | 5.2% | · | -11.0%
O=C(NN1C(=O)C2C3C=CC(C4CC34)C2C1=O)c1cccc(Br)c1 (stereo unspecified)
    -12.3% | · | -2.1% | · | 5.3% | -1.1% | 4.5% | ·
CCCCn1c(-c2ccc([N+](=O)[O-])cc2)n[nH]c1=S
    -8.4% | · | -21.9% | ? | -2.1% | i | 3.3% | ·

An excerpt; the hit share may differ from the screen's.
